PABP1 MLLE inh: inhibitors of microRNA-mediated deadenylation, human PABP1 MLLE binding | P11940 | GST-MLLE / FITC-PAM2 fluorescence polarization | inhibition, % at 20 µM | 0.36% of 360,000 active | AID 588489; in the data active = inhibition above about 35%, passing the limit was not always enough;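 note: plate controls were DMSO wells with GST-MLLE for no effect and wells lacking GST-MLLE protein for full effect; some results filed as inactive read as strong as hits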
Rpn11 block: Rpn11 (human) deubiquitinase inhibition. O00487. human 26S proteasome, Ub4-pepOG fluorescence polarization; 20S core pre-blocked with epoxomicin. calls only at 20 µM. 0.59% of 360,000 active. AID 588493;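 active = inhibition at 20 µM, scaled to each plate's controls, above about 33%, limit read from the data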
Target sequence (O00487 whole entry, looked up): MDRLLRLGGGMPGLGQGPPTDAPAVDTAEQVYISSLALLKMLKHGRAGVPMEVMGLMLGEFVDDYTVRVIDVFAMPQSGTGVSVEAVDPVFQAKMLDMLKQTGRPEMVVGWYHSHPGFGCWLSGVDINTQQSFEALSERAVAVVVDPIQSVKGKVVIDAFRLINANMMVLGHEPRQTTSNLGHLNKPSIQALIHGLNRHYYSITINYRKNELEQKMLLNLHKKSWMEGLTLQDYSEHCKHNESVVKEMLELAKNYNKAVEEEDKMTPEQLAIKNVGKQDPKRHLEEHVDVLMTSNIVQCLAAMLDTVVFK
NadD inh: NadD (S. aureus) enzyme inhibition; purified NadD enzyme, colorimetric absorbance read-out; inhibition, % at 20 µM; 0.78% of 360,000 active; AID 602399; in the data active = inhibition above about 26%; note: some compounds past the cut are filed as inactive
TbMetRS inhib: blocks T. brucei methionyl-tRNA synthetase activity; 0.4% of 360,000 active; inhibition, % at 11.9 µM; purified T. brucei MetRS, ATP depletion, Kinase-Glo luminescence;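 active = inhibition above a per-plate cutoff of the control wells' mean inhibition plus 3 SD, cut at about 5.5% in these data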;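 note: 0% = DMSO wells median and 100% = median of wells with control inhibitor compound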
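Dosing: 11.9 µM single point; system: parasite MetRS enzyme; technique: luminescence of leftover ATP; times: 15 min enzyme-compound preincubation, 2 h reaction, 10 min detection, 25 °C; replicates: each compound tested once; read-out basis: percent inhibition relative to median high and low control wells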
CSN deneddyl inh: inhibitors of human CSN-mediated cullin deneddylation | Q92905 | inhibition, % at 12.5 µM | Purified CSN, SCF-Nedd8-OG deneddylation, fluorescence polarization | 0.38% of 360,000 active | AID 651999;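 active = pattern-corrected inhibition above about 35%, with an unprinted fluorescence ratio check between 0.5 and 1.5, limit read from the data, passing the limit was not always enough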;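 note: 0% = enzyme with substrate and 100% = substrate without enzyme; some results filed as inactive read as strong as hits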
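Assay system: purified human Csn5 enzyme expressed in HEK293T cells; Input: 0.24 nM Csn5 enzyme, final concentration; Reagent: 10 nM SCFSkp2-Nedd8OG; Compound dosing: 12.5 µM single point; Times: reaction 90 min, room temperature; Technique: fluorescence polarization readout.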
DNMT1 inh: DNMT1 (human) enzyme inhibition. P26358. 0.83% of 360,000 active. DNMT1 molecular beacon, Hinp1I cleavage, fluorescence. inhibition (reported as % activation of signal), % at 10 µM. AID 588458; in the data active = inhibition above about 50%
Scp1 inh: inhibitors of human Scp-1 phosphatase; inhibition, % at 20 µM; Q9GZU7; Recombinant Scp1, phosphopeptide, malachite green phosphate absorbance; 0.88% of 340,000 active;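 active = inhibition above about 50% at 20 µM, limit read from the data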;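 note: plate controls were DMSO wells with enzyme for no effect and wells lacking enzyme for full effect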
Target sequence (Q9GZU7 76-261 limits assumed): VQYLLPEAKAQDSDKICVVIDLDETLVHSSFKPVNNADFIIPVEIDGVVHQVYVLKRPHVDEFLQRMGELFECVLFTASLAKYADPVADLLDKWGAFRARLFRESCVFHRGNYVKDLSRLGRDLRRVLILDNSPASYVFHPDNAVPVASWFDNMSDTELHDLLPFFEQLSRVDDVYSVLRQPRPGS
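Test system: SCP-1 phosphatase catalytic domain, residues 76-261; measured by: colorimetric phosphate reagent with accelerator and stabiliser, absorbance at 630 nm; timing: enzyme reaction 45 min at room temperature, colour 5 min, stabilisation 30 min; also added: Phosphorylated 17-residue peptide substrate; compound dosing: one concentration, 20 µM, with 1.0% DMSO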
LMPTP inh: blocks human LMPTP phosphatase. P24666. recombinant LMPTP-A, OMFP fluorogenic substrate, fluorescence intensity. inhibition, % at 20 µM. 0.22% of 360,000 active;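 active = compounds that cut the enzyme signal by at least half of the control window in the single-dose screen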;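 note: plate controls were DMSO wells with enzyme plus substrate for no effect and substrate without enzyme for full effect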
Target sequence (P24666 whole entry, looked up): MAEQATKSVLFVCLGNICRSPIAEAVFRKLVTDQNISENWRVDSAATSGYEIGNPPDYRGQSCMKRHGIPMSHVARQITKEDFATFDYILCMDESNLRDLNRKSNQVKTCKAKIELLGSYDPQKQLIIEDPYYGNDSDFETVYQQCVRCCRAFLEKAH
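Test system: LMPTP-A, protein tyrosine phosphatase of low molecular weight; Input: 0.625 nM enzyme; Incubation: 50 min dark incubation at room temperature; Signal: endpoint fluorescence intensity from OMFP dephosphorylation; Read-out basis: % inhibition versus control wells.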
SUMO1 PPI mod: modulators of human SUMO1-mediated protein-protein interactions. P63165. inhibition, % at 20 µM. 0.33% of 360,000 active. SUMO1 binding to a labelled peptide, TR-FRET, 1 h. AID 602429; in the data active = inhibition above about 37%
Target sequence (P63165 whole entry, looked up): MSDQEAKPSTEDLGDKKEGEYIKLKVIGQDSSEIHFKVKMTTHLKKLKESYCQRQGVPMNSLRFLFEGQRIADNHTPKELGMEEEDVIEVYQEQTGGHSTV
STEP inh: blocks human striatal-enriched tyrosine phosphatase. P54829. recombinant STEP, OMFP fluorogenic substrate, fluorescence. inhibition, % at 20 µM. 0.25% of 360,000 active;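 active = inhibition at 20 µM, scaled per plate between control wells, above about 37%, limit read from the data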;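 note: 0% = DMSO with enzyme and substrate and 100% = substrate only without enzyme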
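Also added – OMFP at 25 µM · Test system – STEP tyrosine phosphatase · Technique – FITC-channel fluorescence of OMFP product · Schedule – 20 min at room temperature, dark · Evaluation – control-normalized % inhibition with plate pattern correction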
* hit, by the source's call; i = inactive; . = not tested or not shown; & = joins results of further samples. Rows were taken by chance; 3.6% or so of the library scored in one or more.

SMILES	PABP1 MLLE inh	Rpn11 block	NadD inh	TbMetRS inhib	CSN deneddyl inh	DNMT1 inh	Scp1 inh	LMPTP inh	SUMO1 PPI mod	STEP inh
COC(=O)c1cc(NC(=O)CN2CCN(C(C)=O)CC2)cc(C(=O)OC)c1	6	i	-7	-0.2	-5	-2	-11	-4.0	1	2
Cc1cccc(CNc2ncc(-c3cccc([N+](=O)[O-])c3)n2C)c1	-14	i	-5	0.6	0	2	-6	0.9	-9	0
COc1ccc(Cl)cc1C(=O)OCC(=O)N(CC(C)C)c1c(N)n(Cc2ccccc2)c(=O)[nH]c1=O	-21	i	0	-0.3	-9	-1	-1	0.0	-2	2
CC(C)(C)NC(=S)NCc1ccc2c(c1)OCO2	1	i	-3	-0.7	-15	1	-2	-1.3	1	2
CCNC(=O)NC1(C(=O)N2CCC(Cc3ccccc3)CC2)CCCCC1	3	i	0	-0.3	0	2	1	0.1	5	-3
Cc1ccc(-n2c(SCc3nc4ccccc4[nH]3)nnc2-c2ccncc2)cc1	-7	i	3	3.3	2	4	-8	-0.4	-3	2
O=C(COC(=O)c1c2c(nc3ccccc13)/C(=C\c1cccs1)CCC2)Nc1ccccc1Cl	-7	i	13	-0.3	0	-10	8	3.9	-2	0
Cc1ccc(-c2nnn(CC(=O)N(CC(=O)NC3CCCCC3)c3ccc(F)c(Cl)c3)n2)o1	5	i	-1	-0.9	2	6	-2	-0.9	1	-3
COC(=O)c1oc2c(c1C)C(=O)CC(C)(C)C2	8	i	-2	-0.2	-16	0	-5	-1.0	-1	0
Cc1c(NS(=O)(=O)c2ccc3[nH]c(=O)[nH]c3c2)c(=O)n(-c2ccccc2)n1C	-3	i	0	-0.5	2	34	3	-1.3	-1	0
Cc1cnccc1CN(C)Cc1cn(C)nc1-c1ccc(Oc2ccccc2)cc1	12	i	-7	-0.4	20	-6	-9	0.4	-4	0
CCOc1cccnc1Sc1ccccc1	-9	i	-5	0.0	-2	0	-2	-1.2	0	1
COc1ccc(Cl)cc1C(=O)NCc1cnn(C)c1C	0	i	-1	0.2	1	3	-8	-1.8	0	1
CN(C)CCC(c1ccc(Br)cc1)c1ccccn1 (stereo not drawn)	-1&-3&-10	i	-2&-1&-1	-1.1&-0.5&-0.1	-1&1&0	-2&5&4	-9&-3&-6	-2.4&-0.4&-1.6	6&-3&1	-2&1&-2
CCOC(=O)N1CCN(C(=O)/C(=C/c2cccc3ccccc23)NC(=O)c2ccc(OC)cc2)CC1	7	i	12	-0.2	4	-8	-9	0.8	-11	0
COC(=O)c1ccc(Oc2cc(C)nc(SC)n2)cc1	3	i	0	-0.6	1	1	2	0.0	2	0
Cc1ccc(-c2nnc(N)o2)cc1	-5	i	-4	0.0	-5	-3	-4	0.5	2	-4
CCCC1=[N+](CC(=O)c2ccc(C)cc2)CCn2cccc21	-6	i	3	0.4	-6	-13	-7	-0.9	-8	-4
CC(C)(C)NC(=O)C(c1ccncc1)N(C(=O)Cn1nnc(-c2ccc(F)cc2)n1)c1ccc(F)cc1 (stereo not drawn)	1	i	6	0.8	5	10	-5	0.3	3	0
COc1ccc(NC2=Nc3ccccc3N[C@@]23C[C@H]2CCCC(=O)N4CC[C@@H](C3)[C@@H]24)cc1	11	i	4	0.4	-3	-8	-4	5.8	0	3
COc1ccc(CCC(=O)NNC(=S)NCc2ccc(F)cc2)cc1	-60	i	-9	-0.7	0	-5	-5	0.2	0	0
Cc1ccc(N2CC(C(=O)OCC(=O)Nc3c(C)cccc3C)CC2=O)cc1 (stereo not drawn)	2	i	-2	-0.1	-3	0	.	-0.8	3	10
COc1ccc(C(C)=O)cc1CSc1nnc(-c2ccncc2)o1	-17	i	-1	-0.6	2	-1	-11	0.6	2	0
COC(=O)C1ON2OC(C(=O)OC)C(C(=O)OC)C2C1CC(C)=O (stereo not drawn)	3	i	7	-0.5	-4	4	1	-0.6	-3	0
O=C(CCc1nnc(CCCCc2ccccc2)o1)N1CCCC(O)C1 (stereo not drawn)	2	i	-3	0.7	-4	4	-17	-1.3	-3	2

Part of the list above, in markdown:
| Compound | PABP1 MLLE inh | Rpn11 block | NadD inh | TbMetRS inhib | CSN deneddyl inh | DNMT1 inh | Scp1 inh | LMPTP inh | SUMO1 PPI mod | STEP inh |
| --- | --- | --- | --- | --- | --- | --- | --- | --- | --- | --- |
| CCCC1=[N+](CC(=O)c2ccc(C)cc2)CCn2cccc21 | -6 | i | 3 | 0.4 | -6 | -13 | -7 | -0.9 | -8 | -4 |
| CC(C)(C)NC(=O)C(c1ccncc1)N(C(=O)Cn1nnc(-c2ccc(F)cc2)n1)c1ccc(F)cc1 (stereo not drawn) | 1 | i | 6 | 0.8 | 5 | 10 | -5 | 0.3 | 3 | 0 |

The listing picks up, starting 6 compounds before the break.
SMILES	PABP1 MLLE inh	Rpn11 block	NadD inh	TbMetRS inhib	CSN deneddyl inh	DNMT1 inh	Scp1 inh	LMPTP inh	SUMO1 PPI mod	STEP inh
COc1ccc(NC2=Nc3ccccc3N[C@@]23C[C@H]2CCCC(=O)N4CC[C@@H](C3)[C@@H]24)cc1	11	i	4	0.4	-3	-8	-4	5.8	0	3
COc1ccc(CCC(=O)NNC(=S)NCc2ccc(F)cc2)cc1	-60	i	-9	-0.7	0	-5	-5	0.2	0	0
Cc1ccc(N2CC(C(=O)OCC(=O)Nc3c(C)cccc3C)CC2=O)cc1 (stereo not drawn)	2	i	-2	-0.1	-3	0	.	-0.8	3	10
COc1ccc(C(C)=O)cc1CSc1nnc(-c2ccncc2)o1	-17	i	-1	-0.6	2	-1	-11	0.6	2	0
COC(=O)C1ON2OC(C(=O)OC)C(C(=O)OC)C2C1CC(C)=O (stereo not drawn)	3	i	7	-0.5	-4	4	1	-0.6	-3	0
O=C(CCc1nnc(CCCCc2ccccc2)o1)N1CCCC(O)C1 (stereo not drawn)	2	i	-3	0.7	-4	4	-17	-1.3	-3	2
CCCNc1c(N)c(=O)c1=O	-7	i	0	-0.2	-5	-1	-2	-0.5	5	-3
CSC1SCC2C(=O)N(C)C(C(C)C)C(=O)OCC(NC(=O)c3cnc4ccccc4n3)C(=O)NC(C)C(=O)N(C)C1C(=O)N(C)C(C(C)C)C(=O)OCC(NC(=O)c1cnc3ccccc3n1)C(=O)NC(C)C(=O)N2C (stereo not drawn)	8	i	8	-0.2	6	-151	13	3.5	-15	6
CC1(C)CC(=O)C=C(c2ccc(Oc3ccccc3)cc2)C1	16	i	1	-0.2	2	9	-8	4.4	-13	2
O=C(C[C@H]1C[C@H](C(=O)N2CCCCC2)[C@@]2(CCc3ccccc3)c3[nH]c4ccc(Cl)cc4c3CCN2C1=O)NCCCn1ccnc1	12	i	31*	-1.1	0	-12	1	-3.0	-13	2
O=c1[nH]cnc(O)c1C(c1cccc([N+](=O)[O-])c1)c1c(O)nc[nH]c1=O	-7	i	-6	0.5	-1	2	-1	-1.9	-8	-2
CCOc1cccc(C(=O)NC(=S)Nc2ccc(N3CCN(CC)CC3)cc2)c1	27	i	-3	-0.4	2	-3	-1	-0.3	-3	0
CCC(=O)OCn1nnc2ccccc2c1=O	6	i	-6	0.1	-7	-4	-8	-0.7	-2	1
COc1ccc(Nc2ccc(C(N)=O)cc2[N+](=O)[O-])cc1	9	i	-9	-0.1	0	-3	-3	0.3	-31	4
O=C(NCC(F)(F)F)Nc1ccccn1	1	i	-2	-0.6	1	-1	0	-1.6	3	-1
Cn1c(SCc2ccccc2)nnc1-c1ccc(O)cc1	-12	i	-3	-0.2	-4	0	-4	-2.0	2	-1
C#CCOCCOCCOCCNc1nc(N2CCN(C(=O)[C@H](CCCCN)n3cc([C@@H](N)CO)nn3)CC2)nc(N2CCN(C(=O)[C@H](Cc3ccc(O)cc3)n3cc([C@@H](N)CC(C)C)nn3)CC2)n1	-5	i	-11	-0.3	-1	-2	-3	-6.8	-86	-3
O=C(COC(=O)c1cccnc1Cl)c1ccc(Cl)s1	-6	i	-12	-0.5	-4	0	-5	-0.8	-18	2
C=C(C)C1Cc2c(C)nn(-c3ccccc3)c2C1 (stereo not drawn)	2	i	0	0.2	5	0	-11	2.1	-1	3
COc1cccc(-c2cnc(C(O)c3cc(Cl)cc(Cl)c3)[nH]2)c1 (stereo not drawn)	-13	i	-2	54*	-2	1	.	0.9	5	-2
O=C(CCS(=O)(=O)c1ccc(Br)cc1)NCCc1ccc(Cl)cc1	0	i	-11	0.7	6	69*	80*	1.2	15	5
CCN(CC(=O)NC1CCCCCC1)S(=O)(=O)c1ccccc1	3	i	-2	0.0	4	0	1	-0.4	4	0
Cc1c(NC(=O)C23CC4CC(CC(C4)C2)C3)c(=O)n(-c2ccccc2)n1C	12	i	-4	-0.3	-2	-1	-1	-2.5	0	-3
CSCCC(NC(=O)c1c(C)oc2c1CCCC2)C(=O)O (stereo not drawn)	0	i	-2	-0.5	2	1	-5	-1.4	1	0
O=C(CCNC(=O)c1ccc([N+](=O)[O-])cc1)Nc1cccc(S(=O)(=O)N2CCOCC2)c1	0	i	5	0.2	-3	3	-3	-0.1	-36	-1
Cc1ccc(Cc2c(-c3ccco3)nc3ccc(Cl)cn23)cc1	-14	i	23	0.1	13	49	.	4.1	3	2
Cc1cccc(NC(=O)Nc2cnccn2)c1C	-3	i	-2	-0.6	1	-1	1	1.7	-6	-1
O=C(OCC(=O)N1CCCC1)c1cccc(Br)c1	3	i	-9	0.3	5	3	2	-1.6	67*	-2

High-throughput results: PubChem BioAssay, several laboratories
